# Screens: PubChem, National Center for Advancing Translational Sciences (NCATS)
# USP2a inh – USP2a (human) protease inhibition. O75604. USP2 core, Ub-CHOP2 coupled fluorogenic reporter, 485/531. Potency, µM (top dose mostly 38.3 µM), for inactives: at the top dose activity change, negative = inhibition, hits mostly inhibitors. 0.01% of 330,000 active;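 note: potency is the fitted concentration of half-maximal effect; plate controls were DMSO wells for no effect and full inhibition by NEM control for full effect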
# Target sequence (O75604 whole entry, looked up): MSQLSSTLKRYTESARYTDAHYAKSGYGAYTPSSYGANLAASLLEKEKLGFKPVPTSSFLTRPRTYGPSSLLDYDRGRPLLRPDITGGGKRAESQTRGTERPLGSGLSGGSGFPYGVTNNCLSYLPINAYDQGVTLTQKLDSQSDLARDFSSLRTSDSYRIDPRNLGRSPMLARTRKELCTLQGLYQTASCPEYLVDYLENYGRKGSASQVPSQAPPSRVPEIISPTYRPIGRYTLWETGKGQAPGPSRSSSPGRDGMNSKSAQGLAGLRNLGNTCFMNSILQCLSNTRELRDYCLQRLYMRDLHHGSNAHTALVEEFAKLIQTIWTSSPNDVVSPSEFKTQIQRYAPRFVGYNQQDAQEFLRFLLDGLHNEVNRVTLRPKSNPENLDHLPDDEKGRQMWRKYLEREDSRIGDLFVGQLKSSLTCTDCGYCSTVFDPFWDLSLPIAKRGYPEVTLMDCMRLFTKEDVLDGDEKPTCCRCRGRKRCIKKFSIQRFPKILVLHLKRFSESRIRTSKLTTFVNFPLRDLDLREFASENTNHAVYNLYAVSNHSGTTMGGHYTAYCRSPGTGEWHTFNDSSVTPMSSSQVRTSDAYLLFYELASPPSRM
#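 Deubiquitinase activity read as fluorescence (485/531 nm) after Ub-CHOP2 cleavage activates the enterokinase reporter on its substrate; USP2 core 10nM, Ub-CHOP2 and substrate 25nM each, 30min compound preincubation then 60min RT; data normalized to NEM, curves fitted.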
# TRPV1 ag – agonists of human vanilloid receptor 1 (TRPV1). AID 540275. 0.19% of 320,000 active. activation, % at 8.33 µM. TRPV1-expressing cells, Fluo-8 calcium influx, agonist mode; in the data active = activation above about 80%; inconclusive = between about 30% and that limit; note: 0% is about no effect
#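 TRPV1-expressing cells were cultured overnight at 35.5C and loaded with Fluo-8 calcium dye for 40 to 90 min at room temperature. After a 10 s baseline, compound was added and calcium influx was read kinetically for 3 min (ex 480/em 520 nm).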
# KCNH2 WT inh – blocks the wildtype human KCNH2 potassium channel; U2OS, BacMam KCNH2, thallium flux FluxOr; stronger effect = lower value; activity change, % at 1.84 µM; 0.37% of 340,000 active; AID 720551;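 active = maximum activity change below -70%; inconclusive = maximum activity change between -70% and -50%; inactive = maximum activity change above -50%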; note: % is set by controls: 0 for no effect and ±100 for the full control effect
#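 U2OS cells were transduced with wild-type KCNH2 virus (2.03 x 10^8 / mL) for 4 h at room temperature, then cultured overnight at 37 C. Thallium flux was read with FluxOr dye. Rate constants were normalized to DMSO controls.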
# FBPA coupling cs – coupling enzyme interference in Giardia aldolase counter-screen; 0.67% of 290,000 active; coupling enzyme system counterscreen, AmpLite Red fluorescence; activity change, negative = inhibition, % at 58.2 µM, hits read low; AID 2472; in the data active = activity change below about -30%; note: % is set by controls: 0 for no effect and ±100 for the full control effect
#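 Counterscreen of the coupled detection system alone, without aldolase: glyceraldehyde-3-phosphate coupling enzymes plus AmpLite Red readout. Compounds at 57.5 uM final, 10 min RT preincubation, 20 min RT reaction, fluorescence 525/598 nm.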
# Menin MLL FP TR – inhibitors of human menin-MLL interaction, mutant MLL peptide; Potency, µM (doses to about 61.6 µM), for the others: at the highest dose FP activity change, negative = inhibition, actives largely listed as inhibitors; 0.23% of 270,000 active; O00255; AID 1768; Menin + Texas Red MLL mutant peptide, fluorescence polarization; active = well fitted inhibition curve with a large enough effect in the polarisation, with a control signal flat, not every such curve was filed as active; inconclusive = small, poorly fitted or top-dose-only effect, or effect the other way, or a change in a side signal; inactive = no such curve, though single readings can be large or run the other way; the % refers to the polarisation; note: potency is the fitted concentration of half-maximal effect; % of control where 0% means no effect; many of its hits are not listed in these tables
# B2AR arrestin – recruits beta-arrestin to the human beta2-adrenergic receptor | beta-arrestin recruitment to beta2AR, cell-based reporter | Potency, µM (titrated, usually from 46.1 µM), inactives show at the top dose activation, usual class: activators | 0.02% of 330,000 active | AID 492947;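 note: potency is the fitted concentration of half-maximal effect; 0% = DMSO controls and full agonism = EC100 isoproterenol or metaproterenol; nearly all actives have a fitted effect of over 65% in size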
# Target sequence (P07550 whole entry, looked up): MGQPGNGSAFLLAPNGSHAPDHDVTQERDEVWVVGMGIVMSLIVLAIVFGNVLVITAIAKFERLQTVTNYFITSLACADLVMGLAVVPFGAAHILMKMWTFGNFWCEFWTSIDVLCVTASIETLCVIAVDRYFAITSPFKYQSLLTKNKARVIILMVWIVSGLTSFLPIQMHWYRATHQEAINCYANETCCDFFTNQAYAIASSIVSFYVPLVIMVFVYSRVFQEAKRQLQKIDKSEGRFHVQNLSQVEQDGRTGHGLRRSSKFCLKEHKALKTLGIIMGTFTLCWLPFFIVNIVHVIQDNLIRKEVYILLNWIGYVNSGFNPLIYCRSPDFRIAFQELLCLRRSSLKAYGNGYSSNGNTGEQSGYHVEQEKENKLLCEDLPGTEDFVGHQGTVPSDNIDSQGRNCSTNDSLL
# PKM2 activator – activators of human pyruvate kinase M2; 0.34% of 260,000 active; AID 1631; purified PKM2, Kinase-Glo ATP luminescence, activation; response scale: 0% is enzyme alone, no compound; Potency, µM (titrated, usually from 57.5 µM), inactives show top-dose activation, actives largely listed as activators; P14618; note: potency is the fitted concentration of half-maximal effect; % is set by controls: 0 for no effect and ±100 for the full control effect; nearly all actives have a fitted effect of over 55% in size
#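 Purified hPK-M2 (>95% pure) converted ADP (0.1 mM final) to ATP with 0.5 mM PEP in 50 mM imidazole pH7.2, KCl, MgCl2, Tween 20, BSA; 1 h at room temperature. ATP detected by Kinase-Glo luminescence.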
# Giardia kill – Giardia lamblia killing; Giardia lamblia trophozoite viability; activity change, % at 7.66 µM, hits read low; 0.15% of 340,000 active; in the data active = activity change below about -80%; inconclusive = between about -30% and that limit;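 note: parasites exposed to compound for two days anaerobically before the ATP read; % is set by controls: 0 for no effect and ±100 for the full control effect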
#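 Media and compound were dispensed first, then trophozoites at 100 cells/well; plates sat 48 hrs at 37 deg C without oxygen before ATP luminescence reagent was added and read after 15-30 min at room temperature.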
# MLL CXXC-DNA inh – MLL CXXC-DNA interaction inhibition | Q03164 | MLL-CXXC / FITC-HOXA9 DNA fluorescence polarization | Potency, µM (titrated, usually from 115 µM), inactives show at the top dose activity change, negative = inhibition, actives largely listed as inhibitors | 0.037% of 290,000 active; active = well fitted inhibition curve with a large enough effect in the polarisation, with a control signal flat, not every such curve was filed as active; inconclusive = small, poorly fitted or top-dose-only effect, or effect the other way, or a change in a side signal; inactive = no such curve, though single readings can be large or run the other way; the % refers to the polarisation; note: potency is the fitted concentration of half-maximal effect
#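 Steps: dispense CXXC domain solution (7 uM) → pin compounds or unlabeled HOX-A9 DNA control → 5 min ambient → add FLSN-HOX-A9 solution (50 nM) → spin → 30 min ambient → fluorescence polarization. Tris pH 7.5/NaCl/DTT/BSA buffer.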
# GALK inhibitor – inhibitors of human galactokinase | P51570 | Purified GALK, Kinase-Glo residual ATP luminescence | Potency, µM (series often up to 57.5 µM), without a hit: at the top dose activity change, negative = inhibition, actives largely listed as inhibitors | 0.007% of 270,000 active | AID 1868; note: potency is the fitted concentration of half-maximal effect; % is set by controls: 0 for no effect and ±100 for the full control effect
#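 Human GALK (5 nM) with 35 uM ATP and 100 uM galactose in 20 mM HEPES pH 8.0, 5 mM MgCl2, 60 mM NaCl, 1 mM DTT, 0.01% BSA. After 1 h at room temperature, leftover ATP was read by Kinase-Glo Plus luminescence.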
# KCNH2 3.1 block – blocks the human KCNH2 3.1 channel isoform. 0.95% of 340,000 active. AID 720553. U2OS KCNH2 3.1, thallium flux FluxOr; stronger effect = lower value. activity change, % (tested at about 1.8 µM);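 active = maximum activity change below -70%; inconclusive = maximum activity change from -70% to -50%; inactive = maximum activity change above -50%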;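 note: thallium influx rate constant from kinetic fluorescence after stimulation buffer; % is set by controls: 0 for no effect and ±100 for the full control effect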
#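 Steps: virus added to U2OS suspension (4 h, RT, dark); medium with 10% FBS added, cells plated, 37 C overnight; FluxOr/Red40 loading buffer 45 min RT; stimulation buffer, 2 min kinetic read; rate constant normalized.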
# Numbers without * were called inactive; ? = inconclusive; . = not tested or not shown; & = joins results of further samples; [ ] = dose if it differs, or a comment. Unless noted, calls come from the whole dose curve; as a rule, active = well fitted curve in the direction sought with a large enough effect; inconclusive = small, poorly fitted or top-dose-only effect, or another doubt; inactive = no such curve, though single readings can be large; an effect the other way counts as inactive or inconclusive. The list is partial; the hit share may differ from the screen's.
SMILES,USP2a inh,TRPV1 ag,KCNH2 WT inh,FBPA coupling cs,Menin MLL FP TR,B2AR arrestin,PKM2 activator,Giardia kill,MLL CXXC-DNA inh,GALK inhibitor,KCNH2 3.1 block
O=C(O)C1=C[C@@H](C2CCCCC2)C[C@@H](OCc2ccc(CO)cc2)O1,0%,-2,9,10,15%,-0.4%,-1%,12,-14%,1%,24
O=C(Nc1cccc(S(=O)(=O)N2CCCCC2)c1)c1ccc(Cl)nc1,2%,.,16,.,.,-0.8%,.,-6,.,.,20
CC1CN(C(=O)c2cc(S(=O)(=O)N3CCN(c4ccccc4)CC3)ccc2Cl)CC(C)O1 (stereo not given),5%,?,-4,.,.,0.2%,.,10,.,.,1
C=CCc1ccc(OCc2ccc(C(=O)Nc3ccc(NC(C)=O)cc3)o2)c(OC)c1,2%,-4&10,9,1,24%,-0.8%,.,8&3,3%,4%,-4
COc1cc(/C(C)=N/NC(=O)C(O)(c2ccccc2)c2ccccc2)ccc1O,0%,1,1,-10,-18%,0.1%,-4%,10,-13%,0%,1
Cc1noc(C)c1COc1ccccc1C(=O)N(C)Cc1ccc(C(C)(C)C)cc1,-6%,25,7,.,.,-0.1%,.,-9,.,.,-3
O=C(NC(=S)NCc1ccccc1)c1ccc(Br)o1,1%,?,.,.,.,-0.3%,-2%,.,-6%,-2%,.
C=C(C)C(=O)Nc1nnc(-c2cccs2)s1,4%,3,23,0,-6%,-0.9%,-6%,17,35%[activator],0%,9
COc1ccc(CCN2C(=O)C3C4CC(C5C(C(N)=O)=NOC45)C3C2=O)cc1OC (stereo not given),-10%,-3,0,1,4%,-0.2%,-7%,-14,0%,2%,3
CC(C)NC(=O)N(C)C[C@H]1Oc2ccc(NS(=O)(=O)c3cccs3)cc2C(=O)N([C@H](C)CO)C[C@@H]1C,6%,.,-1,.,.,-0.1%,.,-12,.,.,1
CCCOc1ccc(N2CC(C(=O)Nc3ccccc3C(=O)NCc3ccco3)CC2=O)cc1 (stereo not given),1%,4,7,2,5%,0.0%,0%,-11,4%,0%,-44
CC1=C(C(=O)NC2CC(C)(C)Cc3c2cnn3-c2ccc(C)cc2)OCCO1 (stereo not given),2%,21,7,.,.,-1.0%,-7%,2,-7%,-5%,4
Cc1cccc(NC(=S)NC2CCCCCC2)c1C,-2%,?,2,2,4%,-1.0%,0%,-18,-3%,1%,1
Cn1c(=O)n(C)c2cc([N+](=O)[O-])c(N3CCN(CCO)CC3)cc21,2%,-3,-7,-2,28%,-0.3%,-6%,7,2%,0%,7
COc1ccc(OCC(=O)N/N=C/c2ccncc2)cc1,-1%,3,-6,0,0%,-0.9%,-7%,-1,?,5%,-5
Nc1nc2nc[nH]c2c(=O)[nH]1,0%,1,-11,.,.,0.3%,.,-18,.,.,8
COCc1cc(Sc2ccc(Br)cc2)nc(-c2ccccc2)n1,-1%,-2,-2,0,?,-0.6%,0%,-3,-7%,-2%,1
Nc1cc(C(=O)OCC(=O)NCc2ccco2)ccc1Cl,1%,29,3,3,5%,0.1%,2%,?,-2%,4%,-2
O=C(O)C1SCCN1S(=O)(=O)c1ccc2ccccc2c1 (stereo not given),0%,1,5,6,-22%,3.2%,-3%,11,-2%,1%,-2
C#CCOCCOCCOCCNc1nc(OC)nc(N2CCN(C(=O)[C@H](CCCCN)n3cc(C(N)CO)nn3)CC2)n1 (stereo not given in full),-2%,7,.,-6,.,-0.4%,3%,.,0%,-1%,.
CCCCCCNC1=NCCS1,-1%,-4,1,1,6%,-0.4%,-2%,10,3%,4%,-2
COc1ccc(NC(=O)CSc2nc(C3CC3)nc3ccccc23)cc1,1%,1,0,3,.,-0.3%,.,8,-1%,-1%,1
O=C1CCc2cc(NS(=O)(=O)c3ccc(F)cc3)cc3c2N1CC3,1%,-1,2,.,.,0.0%,.,1,.,.,15
COCCNC(=O)CN(C(=O)CCC(=O)Nc1ccccn1)c1ccc(C)cc1C,0%,-3,12,0,1%,-0.3%,2%,-5,3%,-3%,7
CCN(Cc1cc2ccc(C)cc2[nH]c1=O)C(=O)c1ccncc1,1%,6,.,-1,2%,0.2%,-4%,.,15%,5%,.
CCOC(=O)C1CCCN(S(=O)(=O)c2ccc(Br)c(OC)c2)C1 (stereo not given),-9%,2,4,5,15%,0.0%,-3%,11,-4%,0%,-24
COCCN1C=C2C(=O)C(C)(OC(=O)CCC(=O)OC)C(=O)C(Br)=C2C=C1c1ccc(OC)cc1 (stereo not given),.,.,-2,-30*,-27%[11.7 µM],.,-6%[11.5 µM],-7,.,.,14
CC(C)CN1C=C2C(=O)C(C)(OC(=O)C3CCCC3)C(=O)C=C2C=C1c1ccsc1 (stereo not given),-5%,-6,4,1&-22,-10%[11.7 µM],-0.3%,-5%[11.5 µM],25,-3%,0%,30
COC(=O)c1ccc2c(=O)n(CCCCCC(=O)O)c(=S)[nH]c2c1,3%,1,-8,6,10%,0.0%,2%,-12,-3%,.,4
Cc1ccc(C(C)C)c(OCCCN2CCc3ccccc3C2)c1,0%,6,7,-2,-16%,-0.1%,-2%,-28,1%,2%,-39
Cc1ccc(CS(=O)(=O)Cc2ccc(C(=O)NC3CCCC3)o2)cc1,1%,1,-12,.,.,0.2%,.,-21,9%,1%,6
Cc1ccc(S(=O)(=O)N2CCOCC2)cc1NC(=O)Cn1nc(C)c([N+](=O)[O-])c1C,2%,2,-1,.,.,-0.2%,.,-24,.,.,6
CS(=O)(=O)NCCCc1ccccc1,2%,-2,8,3,16%,-0.5%,0%,14,8%,-1%,14
CCOCCCn1c(C)nc2c(c1=O)c1nc3ccccc3nc1n2-c1ccc2c(c1)OCCO2,-1%,-2,-1,-1,.,-0.6%,5%,-16,6%,-3%,20
Cc1ccc(S(=O)(=O)NC(CN2CCOCC2)=NCCNS(=O)(=O)c2ccccc2)cc1,3%,1,7,-7,-12%,-0.2%,-22%,17,-3%,0%,2
Cc1[nH]c2ccccc2c1C(=O)COC(=O)Cn1c(C(F)(F)F)nc2ccccc21,0%,1,0,2,10%,-0.9%,-4%,-24,?,0%,1
O=C(Nc1nc2ccccc2s1)c1ccc(N2CCCCC2)c([N+](=O)[O-])c1,2%,4,-19,-1,?,-0.9%,0%,0,2%,-1%,-39
Cc1c(CCOC(=O)CC23CC4CC(CC(C)(C4)C2)C3)sc[n+]1CC(=O)c1ccccc1,9%,5,-3,0,?,-1.1%,4%,5,5%,1%,-9
O=C(COC(=O)C1=COCCO1)Nc1ccccc1,0%,4,1,1,1%,0.3%,-14%,-1,53%[activator],0%,-4
O=C(CSCc1cc(=O)n2ccsc2n1)Nc1ccc(F)cc1,-6%,1,5,.,.,0.1%,.,-4,6%,-1%,-6
COc1cc2c(cc1OC)C(c1cc3ccc(C)cc3[nH]c1=O)N(C(=O)c1ccco1)CC2 (stereo not given),1%,-1,1,0,?,3.1%,1%,-8,15%,0%,6
COc1ccc(NS(=O)(=O)c2ccc3c(c2)oc(=O)n3C)c(OC)c1,1%,3,-4,0,9%,-0.1%,13%,6,-1%,2%,-4
COC(=O)c1cc(C)sc1NC(=O)CCc1ccccc1,4%,9,-5,0,22%,-0.1%,2%,2,-5%,-9%,-10
Cn1ccnc1SCC(=O)c1ccc(OC(F)F)cc1,-1%,-2,1,0,7%,0.7%,.,3,11%,1%,14
CCOC(=O)CCNC(=O)Nc1cc2nc(C)n(Cc3cccc(Cl)c3)c2nc1C,2%,-3,8,3,?,0.3%,.,6,4%,5%,17
COc1ccc(N/C=C/C(=O)c2ccc(OC)c(OC)c2)cc1,-2%,-6,8,-19,.,-0.6%,19%,-2,-1%,5%,0
O=C(CN1C(=O)NC(c2ccccc2)(c2ccccc2)C1=O)NCCc1ccc(F)cc1,2%,.,9,.,.,0.4%,.,13,.,.,1
CN(CC(=O)Nc1ccccc1C(F)(F)F)C(=O)CCc1nc2ccccc2c(=O)[nH]1,3%,-1,2,.,.,0.4%,.,5,.,.,-22
CCc1ccc(OCC(=O)N(C)C2CCS(=O)(=O)C2)cc1 (stereo not given),0%,2,3,-7,11%,0.2%,-17%,25,13%,0%,5
C=CCN1C(=O)C(C(C)CC)NC1=S (stereo not given),-2%,0,13,3,6%,0.2%,4%,45[activator],5%,3%,-8
CC(C)[C@H](NC(=O)c1ccco1)C(=O)OCC(=O)c1ccc2c(c1)NC(=O)CO2,2%,2,2,2,1%,-0.4%,0%,12,-3%,0%,-1
